# Cycloheximide cs – Cycloheximide Counterscreen for Small Molecule Inhibitors of Shiga Toxin; cell reporter, cycloheximide protein synthesis inhibition counterscreen; 300,000 tested, 12% active; max response, %; AID 2314, 2010; in the data active means max response mostly above about 13%, no sharp cut-off; inactive means mostly below about 14%; further: read at 38.3 µM for the half of the compounds with a filed dose; 0% is about no effect
# AmpC no deterg – qHTS Inhibitors of AmpC Beta-Lactamase (assay without detergent); P00811; AmpC nitrocefin hydrolysis, absorbance 480 nm, 0.0001% Triton; Potency, µM (top dose mostly 57.1 µM), inactives show top-dose activity change, negative = inhibition, most hits filed as inhibitors; 330,000 tested, 0.52% active; AID 485341, 2010;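 further: potency means the concentration at half of the fitted maximal effect; plate controls were no compound for no effect and no enzyme for full effect; nearly all actives have a fitted effect of over 20% in size; some results filed as inactive show a strong effect at the top dose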
# Target sequence (P00811 whole entry, looked up): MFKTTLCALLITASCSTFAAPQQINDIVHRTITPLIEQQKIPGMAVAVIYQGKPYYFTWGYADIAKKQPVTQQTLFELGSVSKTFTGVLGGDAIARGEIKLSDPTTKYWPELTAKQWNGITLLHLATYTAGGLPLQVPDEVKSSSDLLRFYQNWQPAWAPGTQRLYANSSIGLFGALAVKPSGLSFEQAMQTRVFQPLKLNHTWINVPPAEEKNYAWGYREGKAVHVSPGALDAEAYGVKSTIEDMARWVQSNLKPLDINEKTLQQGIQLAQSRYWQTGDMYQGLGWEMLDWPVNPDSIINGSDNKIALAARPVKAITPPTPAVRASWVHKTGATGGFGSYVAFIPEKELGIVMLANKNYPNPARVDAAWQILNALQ
#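 AmpC (5.3 nM in the dispensed reagent) in 20 mM phosphate pH 7.0 with 0.01% (detergent screen) or 0.0001% Triton X-100 was preincubated with compounds for 15 min at room temperature. Nitrocefin was then added from an 800 uM solution, and hydrolysis was followed at 480 nm.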
# HCMV antiviral – qHTS Assay for inhibitors of the human cytomegalovirus (HCMV); HFF cells, HCMV-luciferase reporter, 72 h; stronger effect = lower value; AID 1259415, 2018; 410,000 tested, 4.5% active; activity change, negative = inhibition, % at 57.5 µM; in the data active means activity change below about -60%; inconclusive means no clear call, values can overlap the other calls; inactive means above about -39%; further: on the % scale 0 is the no-effect control and ±100 the full control effect
#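 Steps: HFFs plated, 16 h 37C; compounds added; HCMV-luciferase added to MOI 1 PFU/cell; 72 h 37C; OneGlo reagent, 5 min room temperature; luminescence read, normalized to controls.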
# Shiga toxin inh – A qHTS for Small Molecule Inhibitors of Shiga Toxin; Vero cells, Shiga toxin protein synthesis inhibition reporter; inhibition, % at 38.7 µM; 290,000 tested, 9.2% active; in the data active means inhibition mostly above about 28%, no sharp cut-off; inactive means mostly below about 43%; further: 0% is about no effect
# AMA1 RON2 block – qHTS for Inhibitors of AMA1-RON; Towards Development of Antimalarial Drug Lead: Primary Screen | AlphaScreen AMA1-biotinylated RON2 peptide binding | Plasmodium falciparum AMA1 (3D7) - RON2 peptide interaction | 360,000 tested, 0.2% active | Potency, µM (titrated, usually from 58.2 µM), inactives show at the top dose activity change, negative = inhibition, most hits filed as inhibitors;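 further: potency means the concentration at half of the fitted maximal effect; 0% = vehicle wells and -100% = peptide control; nearly all actives have a fitted effect of over 45% in size; some results filed as inactive show a strong effect at the top dose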
#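 AMA1 (3D7) with his tag at 25 nM final met compounds first, then biotinylated RON2 peptide at 25 nM; detection used donor plus acceptor beads, 10 µg/mL apiece, read by AlphaScreen after 30 min at room temperature.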
# FBPA Giardia inh – qHTS Assay for Inhibitors of Fructose-1,6-bisphosphate Aldolase from Giardia Lamblia; A8B2U2; purified Giardia FBPA; Potency, µM (highest dose often 59.6 µM), inactives show at the highest dose activity, negative = inhibition, actives largely listed as inhibitors; 290,000 tested, 0.71% active; further: potency means the concentration at half of the fitted maximal effect; on the % scale 0 is the no-effect control and ±100 the full control effect; nearly all actives have a fitted effect of over 55% in size
# Target sequence (A8B2U2 whole entry, looked up): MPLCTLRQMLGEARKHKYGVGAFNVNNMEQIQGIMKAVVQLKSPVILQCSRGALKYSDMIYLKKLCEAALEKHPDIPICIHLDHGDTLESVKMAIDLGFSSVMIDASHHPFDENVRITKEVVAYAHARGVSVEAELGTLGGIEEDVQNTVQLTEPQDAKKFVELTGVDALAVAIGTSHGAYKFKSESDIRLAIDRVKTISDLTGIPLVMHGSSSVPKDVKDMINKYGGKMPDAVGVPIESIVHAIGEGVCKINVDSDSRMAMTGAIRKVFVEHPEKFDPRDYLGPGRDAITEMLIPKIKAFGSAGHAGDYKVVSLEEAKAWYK
#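 Giardia FBPA (40 nM reagent) was preincubated 10 min at RT with compound (up to 57.5 uM final), then substrate plus GAPDH/TPI/NAD/arsenate coupling system with diaphorase/resazurin was added; resorufin fluorescence (525/598 nm) was read after 20 min.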
# AmpC detergent – qHTS Inhibitors of AmpC Beta-Lactamase (assay with detergent). P00811. AmpC hydrolysis of nitrocefin, absorbance 480 nm, 0.01% Triton. Potency, µM (titrated, usually from 114 µM), without a hit: at the top dose activity change, negative = inhibition, usual class: inhibitors. 370,000 tested, 0.041% active;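 further: potency means the concentration at half of the fitted maximal effect; 0% = no-compound wells and -100% = no-enzyme wells; nearly all actives have a fitted effect of over 25% in size; some results filed as inactive show a strong effect at the top dose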
#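 AmpC (5.3 nM in the dispensed reagent) in 20 mM phosphate pH 7.0 with 0.01% (detergent screen) or 0.0001% Triton X-100 was preincubated with compounds for 15 min at room temperature. Nitrocefin was then added from an 800 uM solution, and hydrolysis was followed at 480 nm.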
# An asterisk follows results filed as active; ? = inconclusive; · = not tested or not shown; [ ] = dose if it differs, or a comment. Unless noted, the call rests on the fitted dose curve; in most records, active means well fitted curve in the direction sought with a large enough effect; inconclusive means small, poorly fitted or top-dose-only effect, or another doubt; inactive means no such curve, though single readings can be large; an effect the other way counts as inactive or inconclusive.
# Each structure is followed by: Cycloheximide cs, AmpC no deterg, HCMV antiviral, Shiga toxin inh, AMA1 RON2 block, FBPA Giardia inh, AmpC detergent
CC1(C)CC(=O)C2=C(C1)N(c1ccc(F)cc1)C(=O)C2(NC(=O)c1ccccc1F)C(F)(F)F (stereo not given)
    -3, -13%, -16, -19, -20%, 0%, -11%
Nc1ccc(Cl)c(S(=O)(=O)Nc2ccc(Cl)cc2)c1
    -1, -38%, -35, -3, 3%, -7%, -5%
CCCCc1ccc(NC(=S)NCc2ccc(OC)cc2)cc1
    10, -21%, 11, 25, 51%[activator], -8%, -9%
Cc1cc(=O)oc2cc(OCC(=O)N3c4ccccc4CC3C)ccc12 (stereo not given)
    -1, -13%, -4, -3, -13%, -3%, -11%
COc1ccc(COCC(O)CN2CCC(C(N)=O)CC2)cc1OC (stereo not given)
    0, 3%, -25, 2, -14%, 4%, -2%
Cc1ccc(CN2C(=O)CCSc3ccc(Cl)cc32)cc1
    -1, 1%, -6, -23, -3%, 22%, ?
O=C(COC(=O)C12CC3CC(CC(C3)C1)C2)Nc1nc2c(F)c(F)c(F)cc2s1
    -2, 10µM*, -7, -1, 2%, 1%, -1%
COc1cccc(C2=NC(C)(C)NC(c3ccccc3O)C2)c1 (stereo not given)
    34*, ?, -9, 56*, -18%, 4%, -14%
COc1ccc(/C(C)=N/NC(=S)NCc2ccco2)cc1
    -1, -32%, -6, 15, 7%, 5%, ?
CC(C)COc1ccc2[nH]c3c(c2c1)CCCC3=O
    -2, ?, 22, -16, 9%, 0%, ?
CCCn1c(CN2CCN(C(=O)OCC)CC2)nc2cc(NC(=O)CC)ccc21
    3, 31%, -31, 12, 4%, -24%, -1%
O=C(COc1ccccc1)N1CCN(C2CCCC2)CC1
    -2, 2%, -15, -9, -3%, -25%, -3%
CCc1ccc(NC(=O)CCc2nc3sc4c(c3c(=O)[nH]2)CCCC4)cc1
    ·, -30%, -1, ·, -6%, ·, ?
CCOC(=O)c1ccc(N2C(=O)c3n[nH]c(C)c3C2c2ccc(OC)c(OC)c2)cc1 (stereo not given)
    4, 110%[activator], 18, -16, -10%, 26%, 0%
O=C(c1ccccc1)c1cn(CC(=O)N2CCCC2)c2ccccc12
    -1, 16%, 12, -12, 5%, 0%, ?
Cc1ccc(C(=O)NNC(=O)C2CCN(c3nccc(C)n3)CC2)cc1
    -2, -10%, 1, 9, 40%[activator], 2%, -2%
COc1cc(OC)cc(C(=O)N[C@H](C(=O)OCC(=O)Nc2ccc(OC)c(OC)c2)C(C)C)c1
    -1, 51%, 2, 2, -9%, -3%, -11%
COc1ccc(-c2nnc(SCC(=O)N/N=C/c3ccccc3C(=O)O)n2-c2ccc(Cl)cc2)cc1
    11, -16%, 0, 2, 31%[activator], 16%, -5%
O=C(Nc1nnc2n1CCS2)c1ccco1
    -3, -17%, -13, -11, 60%[activator], -16%, -9%
O=C(c1cc(-c2cccs2)nn1-c1ccccc1)N1CCN(S(=O)(=O)c2ccccc2)CC1
    ·, -22%, -29, ·, -9%, ·, 2%
Cc1noc(C)c1NC(=O)N(C)C[C@H]1Oc2ccc(NC(=O)Cc3ccccc3)cc2C(=O)N([C@H](C)CO)C[C@@H]1C
    ·, -6%, -9, ·, 4%, ·, ·
Cc1ccc2c(c1)C(c1ccccc1)N(C(=O)c1ccccc1[N+](=O)[O-])CC(=O)N2 (stereo not given)
    -5, -17%, ?, -17, -9%, 3%, -5%
COc1ccc(S(=O)(=O)NCc2ccccc2)cc1
    1, -8%, 0, -24, 4%, 5%, -2%
CC(=O)CCc1c(C)nc2ccc(C(=O)O)cc2c1Cl
    5, -19%, 61, 26, 0%, 0%, -4%
Cc1nnsc1C(=O)N/N=C/c1cccc(C(F)(F)F)c1
    3, -13%, -23, -12, -6%, -2%, 0%
COc1cccc(C(C(=O)NC2CCCC2)N(CC2CCCO2)C(=O)Cc2cccs2)c1 (stereo not given)
    -4, -3%, -31, -4, 11%, 2%, -3%
COc1ccc(C(=O)Nc2cccc(NC(=O)c3ccc(OC)c(OC)c3)n2)cc1OC
    22*, 142%[activator], 77, 39*, -2%, -7%, ?
COc1ccc(C(=O)NCC(O)CN2CCOCC2)cc1[N+](=O)[O-] (stereo not given)
    1, -17%, -9, -13, 16%, 8%, 3%
Cc1ccc(C2CC(c3ccc(C)cc3)n3nc(N)nc3N2)cc1 (stereo not given)
    -4, 45µM*, -23, 16, 9%, 6%, ?
O=C1CC(C(=O)O)c2ccccc2N1 (stereo not given)
    -7, -14%, 21, -25, 8%, 4%, -13%
O=C(Cc1ccc(Cl)cc1)Nc1ccc(SC(F)F)cc1
    45*, -24%, 12, 13*, 48%[activator], -6%, -5%
Cc1ccc2oc(-c3ccc(NC(=O)c4ccncc4)cc3O)nc2c1
    29*, 9%, -36, 44*, 70%[activator], 2%, 0%
CCC12CN3CC(CC)(CN(C1)C3c1ccc(OC(C)C)cc1)C2=O (stereo not given)
    -2, 11%, 21, -9, 6%, -5%, 3%
CC(=O)c1ccc(N2CCN(C(=S)Nc3ccccc3)CC2)cc1
    -2, -13%, 17, -4, 0%, -1%, 3%
O=C(N/N=C\c1ccccc1)c1ccccc1-n1cccc1
    26, -19%, 8, 4, -4%, 0%, ?
COc1cc(C2N(c3ccc(Cl)cc3)C(=O)C3CCCN32)cc(OC)c1OC (stereo not given)
    -7, 55%, 14, -15, -11%, 0%, ?
O=C(C1CCCO1)N1CCN(c2c3c(nc4cc(-c5ccc(F)cc5)nn24)CCC3)CC1 (stereo not given)
    2, -4%, 23, -10, -5%, -1%, -4%
COc1ccccc1N1CCN(C(=O)c2cc(C3CC3)on2)CC1
    9, 20µM*, -9, 28, -10%, -9%, ?
Cc1ccccc1-c1nc(CN2CCC(C(=O)NCCCN3CCOCC3)CC2)c(C)o1
    -3, 38%, 8, -6, -11%, 9%, ?
C=CCOc1ccc(C(c2c(C)n(C)n(-c3ccccc3)c2=O)c2c(C)n(C)n(-c3ccccc3)c2=O)cc1
    2, 99%[activator], -17, 32, -9%, 17%, 0%

# Continued; it opens with the 4 that closed the last part.
# Each structure is followed by: Cycloheximide cs, AmpC no deterg, HCMV antiviral, Shiga toxin inh, AMA1 RON2 block, FBPA Giardia inh, AmpC detergent
O=C(C1CCCO1)N1CCN(c2c3c(nc4cc(-c5ccc(F)cc5)nn24)CCC3)CC1 (stereo not given)
    2, -4%, 23, -10, -5%, -1%, -4%
COc1ccccc1N1CCN(C(=O)c2cc(C3CC3)on2)CC1
    9, 20µM*, -9, 28, -10%, -9%, ?
Cc1ccccc1-c1nc(CN2CCC(C(=O)NCCCN3CCOCC3)CC2)c(C)o1
    -3, 38%, 8, -6, -11%, 9%, ?
C=CCOc1ccc(C(c2c(C)n(C)n(-c3ccccc3)c2=O)c2c(C)n(C)n(-c3ccccc3)c2=O)cc1
    2, 99%[activator], -17, 32, -9%, 17%, 0%
COc1ccc(CNC(=O)Cc2csc(NC(=O)Nc3ccccc3OC)n2)cc1
    ·, -29%, -8, ·, -12%, ·, ?
O=C(N/N=C/c1ccco1)c1ccc(NC(=O)C2CC2)cc1
    3, -26%, 29, -2, -14%, -5%, -5%
CCC(=O)N1c2ccccc2NC2=C(C(=O)CCC2)C1c1ccccc1 (stereo not given)
    1, -11%, 26, -16, 0%, 3%, ?
COc1ccc(-n2cnc3cc(NCc4cccs4)ccc32)cc1
    51*, 0%, -11, 100*, -18%, -20%, -7%
COc1cccc(-c2nnc(SCC(N)=O)n2-c2ccc(Cl)cc2)c1
    -2, 15%, 42, -6, -1%, 2%, -2%
Cc1n[nH]c(C)c1S(=O)(=O)N(CC(=O)N1CCc2ccccc21)c1ccc(C(C)C)cc1
    -2, 5%, -16, -11, -6%, 3%, ?
O=C(Nc1ccccc1)N1CCCN(c2ccc(C(F)(F)F)cc2[N+](=O)[O-])CC1
    -4, 0%, 5, -2, 2%, -2%, 1%
Nc1nc2n(n1)C(c1cccs1)CC(c1ccccc1)N2 (stereo not given)
    -4, -11%, 51, -6, 51%[activator], 15%, ?
Cc1ccc(/C(O)=C2/C(=O)C(=O)N(c3ccccn3)C2c2ccc(F)cc2)cc1 (stereo not given)
    19*, -20%, 27, 66, ?, -5%, -3%
Cc1cc(NC(=O)CC(F)(F)F)n(-c2ccccc2)n1
    -1, -4%, 3, -12, -29%, 3%, -11%
COc1cc(NS(=O)(=O)c2ccc(NC(=S)NC(=O)c3ccccc3)cc2)nc(OC)n1
    -6, -19%, -14, -3, 21%, ?, 2%
CC(C)OC(=O)CSc1nnc(-c2cccnc2)n1Cc1ccccc1
    -1, -10%, -13, -7, -7%, 7%, -5%
CS(=O)(=O)Nc1cccc(C2=NN(C(=O)c3cccc(F)c3)C(c3cccs3)C2)c1 (stereo not given)
    -2, -3%, -10, -8, -2%, -1%, 3%
CCOC(=O)/C(C#N)=C\c1ccc(N2CCN(C/C=C/c3ccccc3)CC2)cc1
    11, -5%, -34, 7, ?, -3%, -1%
O=C(COC(=O)c1ccc(F)c(S(=O)(=O)N2CCOCC2)c1)NC1CC1
    ·, -18%, ?, ·, -8%, ·, 4%
COc1ccc(C2CC(c3ccc4ccccc4c3)=NN2C(=O)CSc2ncccn2)cc1 (stereo not given)
    15*, 51%, 14, 43*, -3%, -2%, 1%
Cc1cc(OCC(=O)N2CCC(C(=O)O)(c3ccccc3)CC2)c2c(C)c(C)c(=O)oc2c1
    -1, -7%, 0, -2, -2%, -8%, -5%
CCN1C(=O)c2ccc(C(=O)NCc3ccc4c(c3)OCO4)cc2C1=O
    -1, -34%, 29, 13, 5%, -2%, -1%
Cc1cc(C)n2nc(C(=O)OCC(=O)N(C)C3CCS(=O)(=O)C3)nc2n1 (stereo not given)
    ·, -13%, 17, ·, -1%, ·, -4%
CCOC(=O)Cn1c(-c2cccnc2Cl)nc2cc(C)c(C)cc21
    1, 7%, 7, -2, -4%, 1%, ?
Cn1c(Br)nc2c1c(=O)n(Cc1ccccc1)c(=O)n2C
    -2, 0%, 54, -6, 1%, -7%, -10%
CCOc1ccc(-c2cnc(N)n2C)cc1
    10, 12%, 56, 16, 77%[activator], 2%, -1%
CCOc1ccc(C2/C(=C(\O)c3ccc4c(c3)OCCO4)C(=O)C(=O)N2CCN2CCOCC2)cc1OCC (stereo not given)
    -10, -6%, -39, -2, 9%, ·, 1%
CSc1ccc(Cl)c(C(=O)NCC(C)C)c1
    -2, -21%, 8, -12, -3%, 5%, -2%
CC(C)(C)NC(=O)NC(=O)CN1CCCCC1
    16, -20%[11.4 µM], -36, -4, -4%, 0%, ?

# Source: PubChem (National Center for Advancing Translational Sciences (NCATS))
